# Platelet DG rel = inhibitors of platelet dense granule secretion, primary screen, cell-based, MLPCN, human platelets; human platelet-rich plasma, SFLLRN dense granule ATP release, luminescence; inhibition, %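 (compounds screened at 7.5 µM in platelet-rich plasma)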; actives 0.22% (n = 300,000);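 active = mean replicate score, as percent of positive control, at or above 50; inconclusive = mean below 50 but at least one replicate at or above 50; inactive = mean and every replicate below 50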
# HSF1 activator = HSF-1 activators, primary screen, NIH3T3-HGL cells, MG132 stress, luminescence, single point | NIH3T3-HGL HSF-1 luciferase reporter, 8 h; 100% = twice DMSO control signal | activation, % at 9 µM | actives 1.7% (n = 300,000) | AID 504408, 2011;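 active = mean replicate activation of at least 50% with a set share of replicates each reaching 50%; inconclusive = only one of those two conditions met; inactive = mean below 50% and too few replicates reaching it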;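 note: 0% = median of the neutral control wells and 100% = twice that signal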
# GSK3A inh = blockers of GSK3A enzyme activity – biochemical, luminescence, cell-free homogeneous, HTS, primary screen; inhibition, % at 10 µM; GSK-3 alpha kinase, ADP-Glo luminescence, 60 min; actives 0.1% (n = 320,000); Glycogen synthase kinase-3 alpha (Homo sapiens), P49840; AID 2650, 2010;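 in the data active = inhibition above about 50%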;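 note: GST-tagged GSK-3 alpha with peptide substrate and 25 µM ATP; 0% = DMSO neutral wells and 100% = GW8510 positive control wells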
# Target sequence (P49840 whole entry, looked up): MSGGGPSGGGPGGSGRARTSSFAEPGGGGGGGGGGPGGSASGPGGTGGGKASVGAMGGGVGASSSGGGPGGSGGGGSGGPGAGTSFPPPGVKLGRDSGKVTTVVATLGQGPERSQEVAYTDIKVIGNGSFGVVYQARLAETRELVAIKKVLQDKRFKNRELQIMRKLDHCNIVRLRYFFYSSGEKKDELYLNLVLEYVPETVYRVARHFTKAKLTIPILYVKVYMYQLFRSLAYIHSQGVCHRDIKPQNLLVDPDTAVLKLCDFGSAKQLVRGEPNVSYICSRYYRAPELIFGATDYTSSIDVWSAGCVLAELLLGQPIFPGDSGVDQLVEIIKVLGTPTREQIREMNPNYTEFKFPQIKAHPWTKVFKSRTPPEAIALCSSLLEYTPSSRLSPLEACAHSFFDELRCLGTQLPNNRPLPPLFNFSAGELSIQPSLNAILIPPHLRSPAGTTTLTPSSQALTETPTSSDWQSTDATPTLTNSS
# HSP90 inh = HSP90 inhibitors, primary screen, cell lysate, luminescence; Rabbit reticulocyte lysate, luciferase refolding luminescence, 3 h; Heat shock protein HSP 90 (rabbit reticulocyte lysate; luciferase refolding); actives 0.91% (n = 290,000); inhibition, % at 5.6 µM;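 active = inhibition above the screen-wide mean plus 3 SD, computed separately per campaign, cut at about 16% in these data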;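 note: 0% = DMSO wells and 100% = 60 µM geldanamycin wells; inhibitors lower the luminescence because luciferase stays unfolded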
# GSK3beta inhib = human GSK3beta kinase inhibitors, primary screen, biochemical, cell-free homogeneous, HTS; actives 0.038% (n = 300,000); Glycogen synthase kinase-3 beta (Homo sapiens), P49841; activity score (negative = inhibition), % at 10 µM; AID 2097, 2009; GST-GSK3beta kinase, ADP-Glo luminescence, 60 min; stronger effect = lower value;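 active = more than half of replicate wells score below -50%, meaning over 50% inhibition versus plate controls; inconclusive = some replicates but at most half score below -50%; inactive = no replicate scores below -50%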;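 note: 0% = median DMSO wells and -100% = median GW8510 positive control wells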
# Target sequence (P49841 whole entry, looked up): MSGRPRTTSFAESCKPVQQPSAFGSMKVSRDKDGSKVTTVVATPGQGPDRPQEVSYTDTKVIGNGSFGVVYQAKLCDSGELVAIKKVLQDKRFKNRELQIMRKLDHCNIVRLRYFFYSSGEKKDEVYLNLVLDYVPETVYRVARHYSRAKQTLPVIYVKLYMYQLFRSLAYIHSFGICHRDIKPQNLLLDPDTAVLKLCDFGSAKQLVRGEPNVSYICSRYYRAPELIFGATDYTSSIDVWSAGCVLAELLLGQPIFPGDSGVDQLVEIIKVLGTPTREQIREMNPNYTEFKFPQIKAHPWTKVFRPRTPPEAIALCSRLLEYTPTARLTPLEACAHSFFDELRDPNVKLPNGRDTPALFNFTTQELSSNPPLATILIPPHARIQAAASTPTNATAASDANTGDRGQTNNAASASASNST
#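 test system = GST-tagged human GSK3beta kinase, cell-free | reagent = 25 µM ATP with peptide substrate | dosing = one dose of 10 µM per compound | schedule = 60 min reaction, RT | detection = luminescent ADP-Glo measurement of ADP formed | control set = DMSO neutral wells and GW8510 at 20 µM as positive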
# IEC-6 tox = cytotoxicity in IEC-6 intestinal epithelial cells, primary screen, cytotoxicity control for KLF5 inhibitor project, cell-based, luminescence; inhibition, % at 5 µM; AID 1825, 2009; actives 0.78% (n = 290,000); IEC-6 cytotoxicity, luminescence viability; in the data active = inhibition above about 22%;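 note: 0% = plate median of test compound wells and 100% = cytotoxic reference compound wells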
# aSyn UTR inh = MLPCN primary screen, SNCA 5' untranslated region; alpha-synuclein 5'UTR reporter, inhibitor activity; inhibition, % (tested at 7.5 µM); actives 0.82% (n = 300,000); in the data active = inhibition above about 60%; inconclusive = no clear call, values can overlap the other calls;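 note: H4 neuroglioblastoma cells stably carrying SNCA 5'UTR luciferase fusion; 0% = DMSO wells and 100% = positive control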
# DYRK1A inh = rat Dyrk1A kinase inhibitors, primary screen, biochemical, single point, plate reader; inhibition, % at 12.5 µM; actives 0.43% (n = 310,000); AID 504441, 2011; Dual specificity tyrosine-phosphorylation-regulated kinase 1A (Rattus norvegicus), Q63470; ADP-Glo luminescence, NFATc1 peptide; in the data active = inhibition above about 50%;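 note: plate controls were vehicle with enzyme for no effect and no enzyme for full effect; many of its hits are not listed in these tables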
# HSF1 inh = HSF1 inhibitors in luciferase reporter cells, primary screen, cell-based, NIH3T3, luminescence; NIH3T3-HGL HSE-luciferase, MG132-induced, luminescence 8 h; stronger effect = lower value; activity change, negative = inhibition, % at 7.5 µM (by protocol); actives 0.77% (n = 300,000); AID 2098, 2009;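 active = more than half of replicate wells show activity change below -50%, luminescence cut by over half; inconclusive = some wells, but at most half, below -50%; inactive = no replicate well below -50%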;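 note: luciferase reports HSF-1 transcriptional activity via heat shock element; 0% = median of DMSO wells and -100% = zero luminescence signal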
# KLF5 inh = KLF5 expression inhibitors, primary screen, DLD-1 cells, luminescence; DLD-1 KLF5 promoter-luciferase reporter; inhibition, % at 5 µM; actives 0.23% (n = 290,000);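 active = inhibition above a per-plate limit of that plate's mean compound inhibition plus 3 SD, cut at about 60% in these data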;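 note: 0% = DMSO wells and 100% = LY294002 at 200 µM; higher means less KLF5 promoter-driven luciferase light; inactives centre near -14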
# * marks the source's active call; other numbers are inactive results; u = inconclusive; x = not tested or not shown. The list is partial; count on the stated rates, not on these rows.
SMILES,Platelet DG rel,HSF1 activator,GSK3A inh,HSP90 inh,GSK3beta inhib,IEC-6 tox,aSyn UTR inh,DYRK1A inh,HSF1 inh,KLF5 inh
Clc1ccccc1C1=CC(c2ccco2)n2ncnc2N1 (stereo unspecified),-2,-2,4,-2,1,8,47,x,3,12
COc1ccccc1N(C)S(=O)(=O)c1ccc(C(=O)NCC(C)C)cc1,0,9,1,0,-2,3,-12,3,1,-33
Cc1c(CNCc2cccs2)c(C(=O)O)c(C)n1Cc1ccccc1,1,1,7,-1,2,-6,5,-4,-2,-25
N#Cc1ccccc1Sc1ccccc1C(=O)OCC(=O)NC1CCCCC1,-2,14,-2,2,6,-3,7,0,0,-17
N#C/C(=C/c1ccc(Sc2nc3ccccc3[nH]2)o1)c1cccc(Br)c1,2,9,-4,10,-1,15,-7,0,15,2
C/C(=N\NC(=O)CSCc1ccccc1Br)c1cccc([N+](=O)[O-])c1,22,7,-2,0,1,-3,-9,-5,7,-2
Cc1ccc(S(=O)(=O)N2CCN(CC(=O)N/N=C\C(Cl)=C\c3ccccc3)CC2)cc1,0,26,0,-3,0,-5,16,-2,2,-7
CC1(C)CC(=O)C([N+](=O)[O-])=C(NCCCO)C1,12,-5,1,0,2,5,16,-6,0,-37
CCOc1ccccc1Oc1coc2cc(OC(=O)c3ccco3)ccc2c1=O,-1,0,0,0,-6,1,34,-1,8,-3
CCC(=O)Nc1ccc(S(=O)(=O)Nc2ccc(Cl)nn2)cc1,0,5,x,-3,1,6,4,-3,-8,-18
O=C1CC(c2cccs2)c2ccc3ccccc3c2N1 (stereo unspecified),6,1,-8,0,-2,2,-51,1,7,-36
COc1ccc([N+](=O)[O-])cc1CSc1nnc(NC(C)=O)s1,10,-11,-2,2,1,4,13,x,2,-30
N#C/C(=C\c1cccs1)C(=O)N1CCOCC1,8,20,-1,1,1,3,14,7,3,-16
CCOC(=O)C1=C(CC)OC(N)=C(C#N)C1c1ccc(OC)c(C)c1OC (stereo unspecified),-7,20,1,4,-3,2,10,-2,11,-15
Cc1ccc(NC(=O)CSc2nnc(-c3n[nH]c4ccccc34)n2-c2ccccc2)c(C)c1,-2,-4,0,12,-1,4,11,-6,-5,-14
Nc1ccccc1Nc1c(F)c(F)nc(F)c1Cl,5,-10,-3,2,1,1,6,-2,8,6
COc1ccc([N+](=O)[O-])cc1CSc1ccccn1,-7,43,-2,-4,-2,7,-16,1,8,-19
O=C(Nc1ccccc1)C(=O)c1c[nH]c2ccccc12,18,68*,-2,5,2,4,-54,-2,40,-73
O=C(CCNC(=O)c1ccc(Br)cc1)NNC(=O)C1COc2ccccc2O1 (stereo unspecified),10,-15,-2,x,1,x,5,1,-4,x
CCCCNC(=O)c1ccc(NS(=O)(=O)c2ccccc2)cc1,-1,-32,-2,2,-2,2,9,3,-7,-6
O[C@@H](c1cc(C(F)(F)F)nc2c(C(F)(F)F)cccc12)[C@H]1CCCCN1,-2,7,12,x,3,x,5,0,6,x
CCOc1cc(S(=O)(=O)NCc2ccncc2)c(C)cc1C,-3,23,-1,-1,2,-6,13,1,0,-29
CC1CN(CC(=O)NN=C(c2ccccc2)c2ccccc2)CC(C)O1 (stereo unspecified),26,0,0,-1,-2,-1,2,0,-2,-6
CCCOc1ccc(C(=O)Nc2ccc(CN3CCOCC3)cc2)cc1,-3,-2,-2,-1,-1,-10,-29,1,-4,-31
C=CCn1c(SCC(=O)NCC(=O)OCC)nnc1-c1cccc(OC)c1,16,-7,0,-2,2,1,7,0,1,-11

# One compound at a time (already shown). Order of values: Platelet DG rel | HSF1 activator | GSK3A inh | HSP90 inh | GSK3beta inhib | IEC-6 tox | aSyn UTR inh | DYRK1A inh | HSF1 inh | KLF5 inh
# Profile of Nc1ccccc1Nc1c(F)c(F)nc(F)c1Cl = 5 | -10 | -3 | 2 | 1 | 1 | 6 | -2 | 8 | 6
# Profile of N#Cc1ccccc1Sc1ccccc1C(=O)OCC(=O)NC1CCCCC1 = -2 | 14 | -2 | 2 | 6 | -3 | 7 | 0 | 0 | -17
# Profile of CCCOc1ccc(C(=O)Nc2ccc(CN3CCOCC3)cc2)cc1 = -3 | -2 | -2 | -1 | -1 | -10 | -29 | 1 | -4 | -31

# Next structures follow:
SMILES,Platelet DG rel,HSF1 activator,GSK3A inh,HSP90 inh,GSK3beta inhib,IEC-6 tox,aSyn UTR inh,DYRK1A inh,HSF1 inh,KLF5 inh
Cc1ccc(C)c(OC(=O)c2ccncc2)c1,0,-6,3,-3,2,4,-10,4,-5,-17
CCn1c2ccc(F)cc2c2nnc(SCCN3CCCCC3)nc21,-7,-15,-1,-3,0,6,5,4,4,-4
COc1ccc(CCNC(=O)COc2cc(O)c3c(c2)OC(C)(C)CC3=O)cc1,2,-3,5,2,1,10,19,0,3,-24
COC(=O)c1c(NC(=O)CN2C(=O)C(=O)N(CC(C)C)C2=O)sc(C)c1C,4,5,-2,-3,2,-1,-5,-3,-7,-18
O=C(CSc1nncn1-c1ccccn1)Nc1cccc(Cl)c1,-4,-2,2,1,-1,1,-13,-5,2,-28
CCCCn1c(=O)[nH]c(=O)c2c1nc(-c1ccc(C)c([N+](=O)[O-])c1)n2CC,4,14,-2,3,-3,-4,38,0,7,-33
O=C(COC(=O)C1=COCCO1)NC1CCCCCCC1,0,5,1,-3,-1,1,14,-3,1,-3
CC(C)NC(=O)COc1ccc(Cl)cc1Cl,0,2,-5,0,1,-8,1,-5,-1,-46
Cc1nc2ccc(C(=O)c3ccccc3)cc2[nH]1,0,11,0,2,-2,3,-95,8,5,-49
COc1ccc(C)cc1NC(=O)Nc1ccccc1SC,-44,-1,0,1,-1,-2,-21,1,-1,-6
Cc1ccc(O)c(CNc2nc3ccccc3n2C(C)C)c1,10,11,-2,1,-2,-2,-2,-2,8,-16
COc1ccc(CCn2c(=N)c(C(=O)NCC3CCCO3)cc3c(=O)n4cccc(C)c4nc32)cc1OC (stereo unspecified),1,-7,1,-8,0,2,-9,-2,1,-18
CCn1c(COc2ccccc2)nnc1SCC(=O)C(C)(C)C,-2,-5,0,0,-1,-2,8,-4,-3,-3
CCCCNC(=S)N/N=C/c1cc(C)ccc1C,-7,0,0,-5,-2,-3,15,9,2,5
O=C(Nc1ccc2c(c1)nc1n2CCOC1)c1ccco1,0,20,-1,3,1,1,-66,-3,2,-119
O=C(/C=C/c1ccccc1)Nc1cccnc1Cl,14,8,-1,2,-6,-1,-84,15,3,-103
CN1C(=O)c2ccccc2OC1(C)Cc1ccccc1 (stereo unspecified),13,-1,-2,3,-9,-2,-12,-3,-1,-33
C[N+]1(CC(=O)OC2CCCCCCCCCCC2)CCCC1,0,-11,2,3,-3,9,19,0,-10,-8
Cc1cc(NC(=O)CSc2nnc(-c3ccco3)n2Cc2ccccc2)no1,x,0,1,0,0,-1,13,-10,1,-11
COc1cccc2cc(/C(=N/O)c3ccc(Br)cc3)oc12,0,-5,-1,4,-2,-7,54,14,-8,7
COC1(OC)C(/C=C/c2ccc(Cl)cc2)C(C#N)(C#N)C1(OC)OC (stereo unspecified),26,99*,0,6,1,20,-51,-1,80,21
COc1ccc(C(=O)NC(=S)NNC(=O)c2cccc(C)c2)cc1,27,13,-6,x,-5,x,4,x,0,x
CCc1ccc(-c2nnn(CCC(=O)OC)n2)cc1,1,-38,-1,2,-4,0,77*,-9,-35,-6
COc1ccccc1N1CCN(C(=O)CSc2nc3ncnc(N)c3[nH]2)CC1,-2,10,-3,3,-2,3,-9,-3,-6,-32
CCOc1ccccc1NC(=O)C1CCCN(S(=O)(=O)c2c(C)[nH]c(=O)[nH]c2=O)C1 (stereo unspecified),8,19,0,5,0,1,-11,-7,-3,-1

# Going on with the list.
SMILES,Platelet DG rel,HSF1 activator,GSK3A inh,HSP90 inh,GSK3beta inhib,IEC-6 tox,aSyn UTR inh,DYRK1A inh,HSF1 inh,KLF5 inh
CC(=O)C1(O)C(C)CC2C3CCC4CC(O)CCC4(C)C3=CCC21C (stereo unspecified),-19,1,-1,-1,1,7,-8,-4,4,-8
Cc1c2cnn(CC(=O)NCCN3CCOCC3)c(=O)c2c(C)n1Cc1ccccc1,-4,-12,0,-3,-1,9,3,0,-8,2
COc1ccc(/C=N/Nc2nn3cnnc3c3ccccc23)cc1,-8,0,-1,1,-1,-3,-19,x,3,-13
C[N+]1(CC(=O)NNc2c3ccccc3nc3ccccc23)CCOCC1,2,10,-2,2,0,1,-6,x,0,9
Cc1ccc(NC(=S)NNC(=O)c2ccc(N3CCOCC3)c([N+](=O)[O-])c2)cc1C,8,3,-2,-1,1,-1,12,-2,1,-9
CC1CCN(S(=O)(=O)c2ccc(C(=O)N(C)C3CCS(=O)(=O)C3)cc2)CC1 (stereo unspecified),37,-10,-2,x,-2,x,5,7,-2,x
Cc1ccc(N2CCN(CC(O)COC3CCCCC3)CC2)cc1 (stereo unspecified),2,-9,-1,0,3,3,4,7,-20,-8
CCC(=O)N1N=C(c2c(-c3ccccc3)c3cc(Cl)ccc3[nH]c2=O)CC1c1ccco1 (stereo unspecified),2,2,-3,0,2,2,u,-5,-9,-12
CCN(CC)S(=O)(=O)c1ccc(NC2CCCc3ccccc32)nc1 (stereo unspecified),0,38,-2,-1,1,1,-20,-3,21,2
COc1cccc(C2C(C(N)=O)=C(C)Nc3nc(-c4cccc(Cl)c4)nn32)c1 (stereo unspecified),-8,99*,2,-1,0,2,11,-2,41,-14
Cc1c(NC(=O)COc2ncnc3c(Cl)cc(Cl)cc23)c(=O)n(-c2ccccc2)n1C,1,13,-3,-1,0,-3,20,-2,0,-17
O=C(CSc1nnc(-c2ccccc2Br)o1)N1CCN(C(=O)c2ccco2)CC1,10,18,0,-2,1,-1,17,0,-10,-7
COC(=O)CSc1nnc(-c2cccnc2)n1-c1cccc(OC)c1,1,24,1,-1,0,2,0,1,5,-29
CN(C)c1ccc(/C=C(\C#N)C(=O)c2ccccc2)cc1,3,1,-1,2,3,6,6,-5,-2,1
O=C(CCNC(=O)c1ccco1)Nc1ccc(Cl)cc1,-3,-1,-1,2,2,1,-8,2,-7,16
CSc1ccccc1C(=O)NC1CC2CCC1C2 (stereo unspecified),4,1,-2,-1,-1,5,20,0,0,-19
CCOc1ccc2nc(N3CCC(C(=O)N4CCN(C(=O)c5ccco5)CC4)CC3)sc2c1,24,16,-1,-3,1,2,-17,16,0,1

# High-throughput results: PubChem, several laboratories
